Screening data: PubChem, National Center for Advancing Translational Sciences (NCATS)
HepG2 tox – qHTS for Inhibitors of TGF-b: Cytotox Counterscreen; Potency, µM (titrated, usually from 46.1 µM), for inactives: at the top dose activity change, negative = cytotoxicity, most hits filed as cytotoxic; hit rate 0.76% among 410,000; HepG2 CAGA-GFP viability, ATP luminescence, 18 h; AID 588856, 2011; also: potency is read from the fitted curve at half-maximal effect; some results filed as inactive show a strong effect at the top dose
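HepG2 CAGA-GFP cells (1000/well, DMEM with 1% FBS) received compound, then TGF-beta at 500 pg/mL final, and were incubated 18 hours at 37 degrees C. Viability was read by CellTiter-Glo luminescence. Media-only wells were set as complete cell-killing and DMSO as no toxicity.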
A549 viability – Nrf2 qHTS screen for inhibitors: counterscreen for cytotoxicity | A549 ARE-Fluc cells, CellTiter-Fluor viability, 18-24 h | Potency, µM (titrated, usually from 46 µM), for inactives: at the highest dose activity change, negative = cytotoxicity, actives largely listed as inhibitors | hit rate 0.16% among 390,000; also: potency is read from the fitted curve at half-maximal effect; % is scaled to controls: 0 for no effect and ±100 for the full control effect
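Cytotoxicity counterscreen: CellTiter-Fluor fluorescence was measured in A549 ARE_Fluc cells after 18-24 h of compound exposure in a concentration series. The subsequent BugLite luminescent read reports ARE-luciferase activity.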
Nrf2 activator – qHTS of Nrf2 Activators | AREc32 ARE-luciferase reporter (MCF7-derived line), luminescence, 24 h | Potency, µM (titrated, usually from 46.1 µM), without a hit: at the highest dose activation, actives largely listed as activators | hit rate 0.31% among 410,000 | AID 624171, 2012; also: potency is read from the fitted curve at half-maximal effect; % of control where 0% means no effect; nearly all actives have a fitted effect of over 65% in size
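ARE activation measured as luciferase luminescence (Steady-Glo, 30 min RT) in AREc32_Fluc cells after 24 hr compound exposure at 37 deg C, 5% CO2; cells seeded overnight at 1000/well in OPTI-MEM, 5% FBS.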
Nrf2 inh – Nrf2 qHTS screen for inhibitors; A549 ARE-Fluc reporter, luciferase luminescence, 18-24 h; Potency, µM (top dose mostly 46 µM), for inactives: at the top dose activity change, negative = inhibition, most hits filed as inhibitors; hit rate 2.1% among 360,000; AID 504444, 2011; also: potency is read from the fitted curve at half-maximal effect; % is scaled to controls: 0 for no effect and ±100 for the full control effect; nearly all actives have a fitted effect of over 60% in size
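Nrf2 function is reported as luminescence of an ARE-controlled luciferase in A549 cells. Compounds were tested at several concentrations, and a CellTiter-Fluor read on the same wells flagged cytotoxicity.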
ATXN2 expr inh – Primary qHTS for Inhibitors of ATXN expression; AID 1745845, 2022; HEK-293 ATXN2-luciferase reporter, luminescence, 24 h; hit rate 0.72% among 360,000; Potency, µM (doses to about 57 µM), for inactives: at the highest dose activity change, negative = inhibition, most hits filed as inhibitors; also: potency is read from the fitted curve at half-maximal effect; % is scaled to controls: 0 for no effect and ±100 for the full control effect; nearly all actives have a fitted effect of over 55% in size
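qHTS (up to 57 uM final) was run with 24 h compound exposure of reporter cells at 37 °C. Each well was multiplexed: SteadyGlo luminescence measured ATXN2-luciferase expression after a fluorogenic Gly-Phe-AFC viability readout (25 uM final).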
TGFb SMAD3 inh – qHTS for Inhibitors of TGF-b; HepG2 CAGA-GFP TGF-b/SMAD3 reporter, GFP fluorescence, 18 h; TGF-beta stimulated, 500 pg/mL final; Potency, µM (series often up to 46.1 µM), inactives show top-dose activity, negative = inhibition, usual class: inhibitors; hit rate 1.2% among 410,000; also: potency is read from the fitted curve at half-maximal effect; % is scaled to controls: 0 for no effect and ±100 for the full control effect; nearly all actives have a fitted effect of over 65% in size
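First, reporter cells (HEPG2 CAGA-GFP) rested 2 h at 37 degrees C. Next, compounds were pinned in and TGF-beta added to 500 pg/mL final. After 18 h, GFP was imaged per cell and summed per well.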
ATXN viability – Viability Counterscreen for Primary qHTS for Inhibitors of ATXN expression | S2 cells (HEK-293 line with an ATXN2-luciferase reporter) viability, CellTiter-Fluor protease fluorescence, 24 h | Potency, µM (series often up to 56.7 µM), usual class: cytotoxic | hit rate 0.49% among 400,000 | AID 651635, 2014; also: potency is read from the fitted curve at half-maximal effect; nearly all actives have a fitted effect of over 40% in size
IL-2 act – qHTS of IL-2 Activators; IL-2 activation reporter assay, cell-based qHTS; stimulated with anti-CD3/CD4/CD28 beads; in transgenic mouse T cells; activation, % (series mostly up to about 46 µM); hit rate 0.065% among 360,000; in the data active = activation above about 50%; inconclusive = mostly about 30% to 49%; also: 0% is about no effect
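Unstimulated transgenic mouse T cells; 60-min compound exposure; bead-based TCR/CD4/CD28 stimulation; 18 h culture, 37 degrees C; dual fluorescence (EGFP, DsRed) plate cytometry.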
EPAC2 ag – qHTS for Agonist of cAMP-regulated guanine nucleotide exchange factor 4 (EPAC2): primary screen. Rap guanine nucleotide exchange factor 4 (Homo sapiens), Q8WZA2. EPAC2 activation, biochemical qHTS; response scale: 100% = 6.5 mM cAMP response. Potency, µM (series often up to 154 µM), inactives show at the highest dose activation, actives largely listed as activators. hit rate 0.079% among 360,000. AID 720711, 2013; also: potency is read from the fitted curve at half-maximal effect; nearly all actives have a fitted effect of over 50% in size
Target sequence (Q8WZA2 whole entry, looked up): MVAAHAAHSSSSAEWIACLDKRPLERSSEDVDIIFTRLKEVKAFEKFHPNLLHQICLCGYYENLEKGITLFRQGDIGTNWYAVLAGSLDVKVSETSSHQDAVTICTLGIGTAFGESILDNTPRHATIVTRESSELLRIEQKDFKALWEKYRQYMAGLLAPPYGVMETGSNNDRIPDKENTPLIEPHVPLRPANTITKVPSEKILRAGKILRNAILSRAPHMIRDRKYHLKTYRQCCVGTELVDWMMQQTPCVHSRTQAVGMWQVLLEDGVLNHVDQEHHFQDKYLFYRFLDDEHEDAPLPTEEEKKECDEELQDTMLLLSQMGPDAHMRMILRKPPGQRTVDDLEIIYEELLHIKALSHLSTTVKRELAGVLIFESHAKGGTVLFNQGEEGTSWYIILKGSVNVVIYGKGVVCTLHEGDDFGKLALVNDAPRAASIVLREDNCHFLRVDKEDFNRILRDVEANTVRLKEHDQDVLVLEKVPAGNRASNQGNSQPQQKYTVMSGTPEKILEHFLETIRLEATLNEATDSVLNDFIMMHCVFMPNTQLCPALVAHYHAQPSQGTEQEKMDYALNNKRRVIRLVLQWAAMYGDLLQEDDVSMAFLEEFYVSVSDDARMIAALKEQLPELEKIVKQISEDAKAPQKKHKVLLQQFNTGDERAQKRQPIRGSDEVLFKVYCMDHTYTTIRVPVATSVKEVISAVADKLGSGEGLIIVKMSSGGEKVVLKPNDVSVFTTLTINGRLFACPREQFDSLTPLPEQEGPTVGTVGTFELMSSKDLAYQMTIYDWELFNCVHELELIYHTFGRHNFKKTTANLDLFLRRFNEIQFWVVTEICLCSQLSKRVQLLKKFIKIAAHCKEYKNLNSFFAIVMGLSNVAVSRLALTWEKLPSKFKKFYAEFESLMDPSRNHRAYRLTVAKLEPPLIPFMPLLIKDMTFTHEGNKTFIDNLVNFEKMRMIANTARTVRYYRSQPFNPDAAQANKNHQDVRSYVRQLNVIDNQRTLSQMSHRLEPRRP
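Readout is BODIPY fluorescence (480 nm excitation, 540 nm emission), which falls as labeled GDP is exchanged off Rap1B. EPAC2 at 100 nM acted on 250 nM RAP1B-BODIPY-GDP with 50 uM GDP present.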
* hit, by the source's call; i = inactive; ? = inconclusive; · = no result given; & = joins results of further samples; [ ] = dose if it differs, or a comment. Unless noted, calls follow the shape of the dose curve; as a rule, active = well fitted curve in the direction sought with a large enough effect; inconclusive = small, poorly fitted or top-dose-only effect, or another doubt; inactive = no such curve, though single readings can be large; an effect the other way counts as inactive or inconclusive.

#1 O=C(NCCc1ccccc1)/C(=C/c1ccco1)c1ccccc1
#2 COc1cccc2c1OC1(N3CCOCC3)CCCCC1C2C[N+](=O)[O-] (centres undefined)
#3 COc1ccc(S(=O)(=O)NCc2ccc(C)cc2)cc1
#4 O=C(Cc1ccc(Cl)cc1)Nc1ccc(N2CCN(C(=O)c3ccco3)CC2)c(Cl)c1
#5 COc1ccc(NC(=O)CCC(=O)c2ccc(-c3ccccc3)cc2)cc1
#6 COc1cc(C(C)=O)ccc1OCc1cc(C(=O)N2CCSCC2)no1

Compound	1	2	3	4	5	6
HepG2 tox	-11%	-20%	-3%	-22%	-37%	16%
A549 viability	0%	·	-3%	-25%	-3%	1%
Nrf2 activator	20%	0.4%	0.0%	1.5%	-0.3%	0.2%
Nrf2 inh	-8%	·	15%	?	5%	?
ATXN2 expr inh	0%	·	-3%	-37%	15%	2%
TGFb SMAD3 inh	-4%	-2%	19%	0%	-2%	6%
ATXN viability	i	i	i	i	i	?
IL-2 act	0.5	-0.3	-2.1	-0.4	4.2	2.2
EPAC2 ag	9%	5%	13%	12%	12%	4%

#7 COc1ccccc1N(CC(=O)NCCSCc1ccc(Cl)cc1)S(C)(=O)=O
#8 COC(=O)c1ccc(NC(=O)C(=O)c2cccn2C)cc1
#9 CCOc1[nH]n(-c2ccccc2)c(=O)c1C=Nc1ccc(C)cc1
#10 O=C(Cc1coc(-c2ccc(F)cc2)n1)Nc1ccccc1
#11 Fc1ccc(-n2c(-c3cccs3)nc3nc4ccccc4nc32)cc1
#12 CCOC(=O)c1sc(NC(=O)CSc2ccccn2)c(C#N)c1C

Compound	7	8	9	10	11	12
HepG2 tox	-1%&-10%	-3%	-3%	-45%	-3%	-1%
A549 viability	0%&0%	1%	-1%	-2%	0%	-6%
Nrf2 activator	0.4%&-0.4%	-1.0%	-0.4%	2.2%	-0.4%	0.0%
Nrf2 inh	-7%	16%	-15%	?	2%	4%
ATXN2 expr inh	-12%&-29%	·	3%	2%	-23%	?
TGFb SMAD3 inh	0%&-7%	8%	9%	7%	5%	1%
ATXN viability	i	i	i	i	·	?
IL-2 act	-2.3	0.2	0.0	-0.5	-4.8	6.4
EPAC2 ag	-4%	-7%	0%	3%	1%	0%

#13 C/C=C/C=C\C(=O)Nc1cccc(C2=NOC3(C2)C[C@@H](C(N)=O)N(C(=O)/C(C)=C/C)C3)c1 (some centres undefined)
#14 CCOC(=O)c1sc(NC(=O)CCN2C(=O)c3cccc([N+](=O)[O-])c3C2=O)c(C(=O)OCC)c1C
#15 COc1ccc(C(=O)NCC(=O)N2CCC3(CC2)NCCc2[nH]cnc23)cc1
#16 Cc1ccc(C(=O)NNC(=O)COC(=O)COc2ccccc2C#N)cc1
#17 c1ccc(-c2nnc(SCc3nc4ccccc4[nH]3)n2Cc2ccco2)nc1
#18 CCOc1ccc(CNC(=O)CCc2cn(C)c3ccccc23)cc1

Compound	13	14	15	16	17	18
HepG2 tox	2%	-10%	-5%	-3%	-21%	-19%
A549 viability	-2%	?	2%	-2%	-4%	-5%
Nrf2 activator	-1.6%	-0.8%	0.3%	-0.1%	3.8%	0.0%
Nrf2 inh	3%	-21%	5%	11%	10%	8%
ATXN2 expr inh	7%	-9%	2%	·	-26%	-13%
TGFb SMAD3 inh	6%	11%	4%	1%	1%	0%
ATXN viability	i	i	i	·	?	i
IL-2 act	0.6	0.9	0.1	1.2	-0.4	-0.6
EPAC2 ag	-3%	2%	3%	6%	1%	2%

#19 CC(NC(=O)COC(=O)c1ccc(CO)cc1)C1CC2CCC1C2 (centres undefined)
#20 Cc1ccc(S(=O)(=O)N2CCN(C(=O)COC(=O)COc3ccc(Cl)cc3C)CC2)c(C)c1
#21 COc1cccc(NC(=O)NCCN2CCCCC2)c1
#22 O=C(CSc1ncnc2sc3c(c12)CCC3)NCC1CCCO1 (centres undefined)
#23 O=C(COC(=O)c1cnccn1)c1ccc2c(c1)CCCC2
#24 CCOC(=O)C1CCN(C(=O)CNS(=O)(=O)c2cccs2)CC1

Compound	19	20	21	22	23	24
HepG2 tox	5%	-34%	-10%	-25%	6%	-11%
A549 viability	-7%	3%	7%	-10%	?	-2%
Nrf2 activator	0.0%	4.1%	-0.1%	3.0%	-0.4%	0.1%
Nrf2 inh	12%	-4%	6%	-15%	2%	1%
ATXN2 expr inh	8%	0%	-2%	-11%	2%	-12%
TGFb SMAD3 inh	-1%	-1%	0%	1%	?	0%
ATXN viability	i	i	i	i	i	i
IL-2 act	1.7	-0.6	0.2	-4.9	-3.0	-1.3
EPAC2 ag	7%	9%	2%	10%	4%	8%

#25 O=C(CCCN1C(=O)c2ccccc2C1=O)Nc1cccnc1
#26 O=C(Nc1ccc(N2CCN(C(=O)c3ccccc3)CC2)cc1)c1cccnc1
#27 CCOc1ccc2ccccc2c1/C=N/NC(=O)CNC(=O)c1ccccc1O
#28 COC(CNC(=O)C1CCCCC1C(=O)O)OC (centres undefined)
#29 Cc1oc(-c2ccccc2)cc1C(=O)Nc1cccc2ccccc12
#30 COC/C=C/C1=CC2=CC(=O)C(C)(OC(=O)c3cnc4ccccc4n3)C(=O)C2=CN1CCOC (centres undefined)

Compound	25	26	27	28	29	30
HepG2 tox	-9%	-21%	-3%	9%	-4%	-9%
A549 viability	8%	2%	2%	2%	-11%	-13%
Nrf2 activator	-0.7%	-0.7%	14%	0.0%	-0.1%	4.0%
Nrf2 inh	-15%	?	-19%	6%	?	3%
ATXN2 expr inh	3%	-18%	-15%	-2%	-10%	6%
TGFb SMAD3 inh	-1%	-2%	4%	0%	-19%	?
ATXN viability	i	i	i	i	i	?
IL-2 act	1.0	1.2	-0.6	-0.3	-1.2	0.1
EPAC2 ag	6%	9%	5%	4%	11%	7%

#31 CSCCC(c1nnnn1Cc1ccccc1)N1CCN(C/C=C/c2ccccc2)CC1 (centres undefined)
#32 O=C(COc1ccc(S(=O)(=O)NCc2ccccc2)cc1)NCC1CCCO1 (centres undefined)
#33 Cc1cc(C(=O)COc2cccnc2[N+](=O)[O-])c(C)n1Cc1ccco1
#34 CCCCN(Cc1cccs1)S(=O)(=O)c1cc(-c2cc(C)no2)ccc1C
#35 Cc1ccccc1OCC(=O)NNC(=O)CN1C(=O)c2ccccc2C1=O
#36 Clc1cccc(N2CCN(CCNc3nc4ccccc4n4cnnc34)CC2)c1

Compound	31	32	33	34	35	36
HepG2 tox	-1%	-3%	-21%	-13%	24%	3%
A549 viability	·	-4%	-10%	0%	-5%	4%
Nrf2 activator	5.1%	-0.5%	4.1%	4.3%	-0.3%[9.22 µM]	-0.8%
Nrf2 inh	·	7%	?	-5%	8%	-16%
ATXN2 expr inh	-24%	-5%	-9%	·	-2%	-26%
TGFb SMAD3 inh	-20%	13%	-25%	-8%	2%	1%
ATXN viability	?	i	i	·	i	?
IL-2 act	0.6	-0.3	1.1	·	0.8	-1.9
EPAC2 ag	15%	0%	19%	·	-7%	10%

#37 Cc1ccc(NCc2nnc3n2CCCCC3)cc1
#38 CC12CN(C(=O)c3cccc([N+](=O)[O-])c3)C3(C#N)CC1CCC23C (centres undefined)
#39 CC1=CC(C2CC(=O)N(c3ccc(C)cc3)C2=O)CC2C(=O)N(c3ccc(C)cc3)C(=O)C12 (centres undefined)
#40 O=[N+]([O-])c1cc(S(=O)(=O)C(F)(F)F)ccc1Sc1nc2ccccc2[nH]1

Compound	37	38	39	40
HepG2 tox	13%	8%	12%	-95%
A549 viability	-2%	1%	0%	3%
Nrf2 activator	0.2%	0.3%	0.1%	-1.7%
Nrf2 inh	7%	-7%	-17%	4%
ATXN2 expr inh	11%	·	·	?
TGFb SMAD3 inh	0%	7%	-16%	?
ATXN viability	i	i	i	?
IL-2 act	4.2	2.6	-0.6	-5.8
EPAC2 ag	9%	3%	2%	9%

Ordered by heavy-atom count (smallest number first): part of the list above.
#21 COc1cccc(NC(=O)NCCN2CCCCC2)c1
#12 CCOC(=O)c1sc(NC(=O)CSc2ccccn2)c(C#N)c1C
#11 Fc1ccc(-n2c(-c3cccs3)nc3nc4ccccc4nc32)cc1
#2 COc1cccc2c1OC1(N3CCOCC3)CCCCC1C2C[N+](=O)[O-] (centres undefined)
#5 COc1ccc(NC(=O)CCC(=O)c2ccc(-c3ccccc3)cc2)cc1
#17 c1ccc(-c2nnc(SCc3nc4ccccc4[nH]3)n2Cc2ccco2)nc1
#30 COC/C=C/C1=CC2=CC(=O)C(C)(OC(=O)c3cnc4ccccc4n3)C(=O)C2=CN1CCOC (centres undefined)

Compound	21	12	11	2	5	17	30
HepG2 tox	-10%	-1%	-3%	-20%	-37%	-21%	-9%
A549 viability	7%	-6%	0%	·	-3%	-4%	-13%
Nrf2 activator	-0.1%	0.0%	-0.4%	0.4%	-0.3%	3.8%	4.0%
Nrf2 inh	6%	4%	2%	·	5%	10%	3%
ATXN2 expr inh	-2%	?	-23%	·	15%	-26%	6%
TGFb SMAD3 inh	0%	1%	5%	-2%	-2%	1%	?
ATXN viability	i	?	·	i	i	?	?
IL-2 act	0.2	6.4	-4.8	-0.3	4.2	-0.4	0.1
EPAC2 ag	2%	0%	1%	5%	12%	1%	7%
